# ABCB6 inh MLPCN: blocks the human ABCB6 transporter; K562-ABCB6 porphyrin accumulation, flow cytometry, 1 h; active compounds read low; fluorescence ratio to DMSO, % at 10 µM; actives 0.19% (n = 360,000);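 active = fluorescence ratio to DMSO below 75%, the collection mean minus 3 SD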;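 note: signal is porphyrin accumulated inside mitochondria; 100% equals median channel fluorescence of DMSO control wells; lower ratio means ABCB6 inhibition with less porphyrin fluorescence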
# aDG glyco up: alpha-DG glycosylation activation. Pro5-aDG cells, alpha-DG glycosylation AlphaScreen (IIH6); 0% Pro5, 100% B10-LARGE cell signal. activation, % at 10 µM. actives 0.22% (n = 360,000). AID 624168;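 active = activation of at least 8% versus controls, or a plate z-score of at least 8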;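 note: Pro5 are CHO cells carrying HIG-tagged alpha-DG that lacks glycosylation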
# iPSC survival up: hiPSC single-cell survival enhancement; survival enhancement, % at 20 µM; ATPlite luminescence; 100% = ROCK inhibitor wells, 0% = DMSO; actives 0.044% (n = 360,000); AID 602274; in the data active = survival enhancement above about 18%;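 note: cells exposed to compounds for 16 hours before the ATP read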
# Granule exo inh: blocks lytic granule exocytosis; TALL-104 LAMP-1 surface exposure, flow cytometry; cells stimulated with thapsigargin and PMA; inhibition, % at 10 µM; actives 0.66% (n = 360,000);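 active = inhibition above about 55%, limit read from the data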
# HTR2A ag: agonists of mouse serotonin 5-HT2A receptor (HTR2A); CHO-K1 mHTR2A beta-arrestin complementation, luminescence; percent of 30 µM serotonin response; actives 0.66% (n = 360,000); P35363; activation, % at 7.6 µM;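 active = activation above a run cutoff, the mean activation of all tested compounds plus 3 SD, cut at about 14% in these data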;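 note: 0% = plate median of compound wells and 100% = 30 µM serotonin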
# Target sequence (P35363 whole entry, looked up): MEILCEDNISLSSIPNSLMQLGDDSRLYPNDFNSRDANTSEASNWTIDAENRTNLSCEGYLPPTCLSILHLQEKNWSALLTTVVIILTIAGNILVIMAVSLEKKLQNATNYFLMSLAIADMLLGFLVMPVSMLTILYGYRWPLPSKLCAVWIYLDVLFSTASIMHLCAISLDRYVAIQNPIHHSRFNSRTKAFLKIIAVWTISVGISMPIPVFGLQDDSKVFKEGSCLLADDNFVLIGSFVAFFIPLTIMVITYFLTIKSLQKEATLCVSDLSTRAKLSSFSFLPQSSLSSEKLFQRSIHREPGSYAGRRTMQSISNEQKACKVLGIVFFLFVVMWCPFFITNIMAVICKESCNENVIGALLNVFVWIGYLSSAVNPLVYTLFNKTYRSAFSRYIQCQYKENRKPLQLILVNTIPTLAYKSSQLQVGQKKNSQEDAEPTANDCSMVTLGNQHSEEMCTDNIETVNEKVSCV
# ABHD5 PLIN5 PPI: ABHD5-PLIN5 protein interaction inhibition; Split G. princeps luciferase complementation, luminescence, 4 h; inhibition, % at 4 µM; actives 0.78% (n = 360,000);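 active = inhibition above the mean inhibition across every tested compound plus 3 SD, cut at about 22% in these data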;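 note: 0% = DMSO only wells and the 100% control is not disclosed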
# MC4R antag cAMP: blocks human MC4R cAMP signaling. P32245. MC4R-expressing cells, MTII-stimulated cAMP, LANCE TR-FRET. inhibition, % at 6.5 µM. actives 0.48% (n = 360,000). AID 540295;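 active = inhibition above its plate's cutoff, the mean of tested wells on that plate plus 3 SD, cut at about 29% in these data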;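 note: 0% = Melanotan II alone and 100% = Melanotan II plus saturating MCL0020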
# Target sequence (P32245 whole entry, looked up): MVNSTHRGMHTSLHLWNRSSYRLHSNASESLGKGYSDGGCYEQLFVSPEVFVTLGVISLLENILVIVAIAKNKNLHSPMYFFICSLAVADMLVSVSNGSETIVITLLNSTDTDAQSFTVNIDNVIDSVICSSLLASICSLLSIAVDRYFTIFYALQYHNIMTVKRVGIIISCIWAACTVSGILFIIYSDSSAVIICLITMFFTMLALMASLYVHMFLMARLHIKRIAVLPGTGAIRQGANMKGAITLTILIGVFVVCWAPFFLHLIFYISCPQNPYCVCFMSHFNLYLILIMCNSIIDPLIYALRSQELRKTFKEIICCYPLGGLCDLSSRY
#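 Material – human MC4R-expressing U2OS cells · Repeats – no replicates · Detection – TR-FRET with Eu-cAMP and labeled anti-cAMP, 671 nm · Times – compound 30 min, challenge 1 h, detection 1 h · Compound – single nominal compound dose of 6.5 µM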
# MC4R barr agon: human MC4R agonism via beta-arrestin; P32245; U2OS MC4R beta-arrestin complementation, luminescence; percent of melanotan II response, DMSO zero; activation, % at 8.9 µM; actives 0.98% (n = 360,000); AID 540308;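 active = activation above a per-plate cutoff, the mean activation of sample wells on that plate plus 3 SD, cut at about 8% in these data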
# Cardio protect: protects H9c2 cardiomyocytes from peroxide injury. H2O2 injury protection, ATPLite, 2 h. protection from H2O2 cell death, % at 20 µM. actives 0.63% (n = 360,000). AID 588492;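 active = compounds giving at least 50% protection of heart cells from peroxide-induced death in the single-dose screen, raw or plate-pattern-corrected value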;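 note: 0% = DMSO wells with peroxide and 100% = DMSO wells without peroxide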
# N-glyco inh: N-linked glycosylation inhibition; D54 ERlucT glycosylation luciferase reporter, 24 h; percent of 100 nM tunicamycin response; reporter increase, % at 12.5 µM; actives 0.23% (n = 360,000); AID 588692;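 active = mean luciferase reporter signal, scaled so untreated is 0 and the glycosylation-blocking control 100, at or above a set limit in every replicate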;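 note: luciferase carries N-glycosylation sites so blocking glycosylation raises the light; 0% = median of neutral control wells and 100% = median of 100 nM tunicamycin wells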
# Starred values were filed as active, the others as inactive.
SMILES,ABCB6 inh MLPCN,aDG glyco up,iPSC survival up,Granule exo inh,HTR2A ag,ABHD5 PLIN5 PPI,MC4R antag cAMP,MC4R barr agon,Cardio protect,N-glyco inh
Cc1ccc(OCc2ccc(C(=O)NCc3cccnc3)cc2)cc1C,100,0.7,-1.4,2,-6,8,12,-0.1,-23,-6
Cc1ccc2c(c1)NC(=O)C(CC(=O)NCCCN1CCCC1)O2 (stereo not drawn),100,0.1,1.9,-4,1,0,4,-0.1,-1,1
COc1ccc(NS(=O)(=O)c2ccc(C)c(C(=O)OC(C)C(=O)N3CCOCC3)c2)cc1 (stereo not drawn),93,-0.2,-0.1,-4,1,-3,9,-4.5,-3,-4
C=CCn1c(C)cc(-c2csc(NC)n2)c1C,114,0.2,-0.7,0,4,-14,6,-0.4,-5,4
CC(C)(C)CC(C)(C)NC(=S)Nc1ccc(S(=O)(=O)N2CCOCC2)cc1,92,0.6,-2.2,-4,-6,-8,2,-0.6,-26,-6
CCC(=O)N1CCc2cc(S(=O)(=O)NCCC(=O)N3CCN(c4cccc(OC)c4)CC3)ccc21,102,-0.4,-0.3,1,2,14,10,0.9,-3,2
O=C1CCCCN1CCC(=O)N1CCCC(N2CCN(c3cccc(Cl)c3)CC2)C1 (stereo not drawn),97,0.2,0.4,-1,-8,-4,0,-1.0,12,2
O=c1c2ccccc2nc(-c2ccccc2)n1/N=C/c1ccc([N+](=O)[O-])cc1,98,-0.1,2.2,-6,2,-10,8,-1.9,-4,0
NC1=Nc2cccc3cccc1c23,190,0.1,-0.5,2,-2,2,-9,-2.6,-5,6
O=C1CN(C(=O)/C=C/c2ccc(Br)cc2)CCN1,105,0.0,0.4,-11,-1,0,5,1.8,-4,5
CN(C(=O)COC(=O)CCc1nc2ccccc2c(=O)[nH]1)C1CCS(=O)(=O)C1 (stereo not drawn),103,0.0,-1.7,-2,4,-10,5,-0.8,30,0
CCOc1cc(/C=N/NC(=O)c2c(-c3ccccc3)noc2C)ccc1O,96,0.4,-0.3,-1,-1,-2,10,-1.9,-2,-1
COc1ccc(CCN(C)CCN2C(=O)c3ccccc3C2=O)cc1OC,100,0.3,1.6,2,-3,1,2,-1.7,6,3
CCN(CC)c1ccc(C=NCCNS(=O)(=O)c2ccc(C)cc2)cc1,106,-0.2,-0.5,-2,3,-5,12,-1.4,10,2
CCc1cccc(CC)c1C(O)c1cccnc1 (stereo not drawn),99,-0.2,0.8,1,-2,2,11,1.0,1,3

# Ordered by length of the SMILES (high to low): some entries from above
SMILES,ABCB6 inh MLPCN,aDG glyco up,iPSC survival up,Granule exo inh,HTR2A ag,ABHD5 PLIN5 PPI,MC4R antag cAMP,MC4R barr agon,Cardio protect,N-glyco inh
O=C1CCCCN1CCC(=O)N1CCCC(N2CCN(c3cccc(Cl)c3)CC2)C1 (stereo not drawn),97,0.2,0.4,-1,-8,-4,0,-1.0,12,2
COc1ccc(CCN(C)CCN2C(=O)c3ccccc3C2=O)cc1OC,100,0.3,1.6,2,-3,1,2,-1.7,6,3
CCc1cccc(CC)c1C(O)c1cccnc1 (stereo not drawn),99,-0.2,0.8,1,-2,2,11,1.0,1,3

# Next part.
SMILES,ABCB6 inh MLPCN,aDG glyco up,iPSC survival up,Granule exo inh,HTR2A ag,ABHD5 PLIN5 PPI,MC4R antag cAMP,MC4R barr agon,Cardio protect,N-glyco inh
O=C(CSc1nc(-c2ccccc2)cs1)Nc1ccccc1[N+](=O)[O-],94,-0.4,-0.4,2,-4,-2,3,-0.6,-6,0
CCC1Oc2ccccc2N(CC(=O)NCc2cccs2)C1=O (stereo not drawn),99,0.3,1.1,-3,3,0,6,1.0,6,0
COc1ccc(S(=O)(=O)n2nc(C)cc2C)c(C)c1C,94,0.1,-0.7,-2,1,-3,0,-0.5,-5,-1
COC(=O)c1ccc(NC(=O)CO/N=C2\CCCc3nonc32)cc1,99,-0.4,0.0,6,0,4,2,-1.9,-2,-1
CCc1ccc(CN(C)C(=O)c2cc(COc3cccc4cnccc34)on2)cc1,95,4.6,-0.1,6,-3,5,7,-0.8,-19,0
COc1ccc(-c2nc3ccccc3[nH]2)cc1,97,0.0,-5.2,-1,0,5,-2,2.3,-28,-18
Cc1nn2c(NCCCN(C)C)c3c(nc2c1-c1ccccc1)CCCC3,102,0.5,-0.4,37,-4,11,0,-1.1,9,12
Cc1cccc(NC(=O)CCS(=O)(=O)c2ccc3nc(C)sc3c2)c1,101,-0.1,-0.6,0,-3,3,15,-0.9,-1,1
C[C@H](CO)N1C[C@H](C)[C@@H](CN(C)Cc2ccc(C(=O)O)cc2)Oc2ccc(NS(C)(=O)=O)cc2C1=O,94,-0.2,-0.7,2,7,-4,7,1.0,2,2
CC(C)Cn1c(N)c(C(=O)CSc2n[nH]c(N)n2)c(=O)n(C)c1=O,106,-0.2,-0.5,3,25*,-19,3,-2.3,6,1
Cc1nn(-c2nc(-c3ccco3)cc(C(F)(F)F)n2)c(C)c1Cl,94,0.4,-2.8,-1,13,-1,3,-0.8,-2,0
Cc1cc(C(=O)CSc2nc3ccccc3[nH]2)c(C)n1C,96,-0.1,0.4,1,-3,-2,10,-1.1,4,-11
Cn1c(=O)c2c(nc3n2CCS3)n(C)c1=O,101,0.0,-0.1,-1,-3,-7,13,1.8,4,3
CN(C(=O)c1cccc(NC(=O)Cc2ccc(NC(=O)C3CCCN(C(=O)CCc4ccccc4)C3)cc2)c1)C1CC1 (stereo not drawn),99,0.3,4.0,-4,16*,1,0,-0.3,-13,0
O=C(NCc1ccccc1Cl)c1ccc2c(c1)SC1=NS(=O)(=O)CCN12,103,-0.1,0.0,0,2,6,22,-0.8,2,-1
O=C(CSc1n[nH]c(-c2ccccc2O)n1)NC1CCCCC1,97,0.0,-0.5,-19,6,5,-1,0.8,-6,0
Cc1ccc2[nH]c3c(c2c1)CC/C(=C/c1ccccc1)C3=O,93,0.1,-1.9,0,-1,-3,-6,3.7,-2,1
O=C(CC12CC3CC(CC(C3)C1)C2)NCC(=O)OCc1cc(=O)oc2ccc3ccccc3c12,96,0.1,0.2,0,-2,-3,19,-3.4,3,0
CCC(C)(C)NC(=O)CN(Cc1cccs1)C(=O)CNS(=O)(=O)c1ccc(C)cc1,93,0.0,-3.4,-1,-2,-4,9,-0.4,1,-2
CCOc1ccccc1OCCCC(=O)N1CCN(S(=O)(=O)c2ccccc2C#N)CC1,92,0.0,-0.3,-2,1,3,7,-0.4,7,1
O=C(COC(=O)C1CC1)Nc1c(Cl)cccc1C(F)(F)F,96,0.0,-0.5,-6,3,6,0,-3.6,2,0
Cn1nc(C(=O)Nc2ccccc2Cl)cc1C(=O)Nc1ccccc1Cl,99,-0.1,-0.3,-22,1,-1,4,9.3*,-3,4
O=C1[C@H]2[C@@H](c3ccc(F)cc3)N3C(=O)N(c4cccc(Cl)c4)C(=O)[C@@]3(Cc3ccccc3)[C@H]2C(=O)N1C1CCCCC1,94,0.9,-1.4,-5,11,4,7,4.7,-2,72*
Cc1cnc(C(=O)OCC(=O)c2ccc(Br)s2)cn1,101,-0.3,-0.4,-3,-11,-3,30*,-1.4,7,2
Cc1cnn(CCC(=O)NNC(=S)Nc2cccc(Cl)c2)c1,116,0.7,-0.9,-3,-9,5,5,-2.2,3,3
COCc1cccc(-c2csc(C(NC(C)=O)c3cccc(OC)c3)n2)c1 (stereo not drawn),96,-0.1,-0.3,-21,2,3,4,-1.4,-3,-1
O=S(=O)(N/N=C/c1ccc(F)cc1)c1ccccc1,99,-0.5,-0.3,2,2,-8,5,-1.2,6,0
C=CC[C@@H](CC(=O)N[C@H](CO)Cc1ccccc1)C(=O)N[C@@H](C)COC(=O)[C@@H](CC=C)Cc1ccc(F)cc1,93,0.4,2.2,-15,1,6,4,1.6,-4,0
COc1ccc(S(=O)(=O)N(C)CC(=O)Nc2ccc(C(F)(F)F)cc2)cc1Cl,97,0.2,-2.0,1,-1,1,4,17*,-8,0
O=C(N/C(=C/c1cccs1)C(=O)N1CCCC1)c1ccccc1,92,0.1,0.0,0,-1,0,4,1.6,0,0
Cc1ccc(C(=O)NCCCNC(=O)Cc2ccccc2)cn1,97,0.0,-0.5,-5,1,3,0,0.1,-6,0
COc1cc(SC)ccc1C(=O)Nc1ccc2c(c1)CCC2,94,0.3,-0.5,3,-5,-10,-3,1.1,-14,-7
O=C(O)C1CCN(c2ccc(S(=O)(=O)N3CCCCC3)cc2[N+](=O)[O-])CC1,103,-0.4,-0.1,3,2,-5,1,-2.6,-2,4
COc1ccc(Oc2nccc(OC)c2C#N)cc1,94,-0.1,-0.7,-1,-1,12,-8,-1.8,8,1
CNC(=O)c1nc(C)n(-c2ccc([N+](=O)[O-])cc2)n1,97,0.9,-0.4,0,8,6,-2,1.7,7,2
CN(CCOc1ccccc1)CC(=O)Nc1ccc(Cl)c(S(=O)(=O)N(C)C)c1,92,0.2,-0.6,-2,-5,0,0,-0.9,-6,-1
CC(C)(C)Cc1nnc(NC(=O)c2ccc3c(c2)OCO3)s1,93,0.0,-0.5,3,-3,1,4,-1.0,3,1
Cc1ccc(NC(=O)c2ccco2)c(NC(=O)C2CCCO2)c1 (stereo not drawn),96,0.3,-1.2,1,2,0,13,-2.8,1,4
Cc1c(C(=O)O)cccc1-n1c(C)cc(C=O)c1C,96,0.1,0.7,1,-2,0,2,-1.3,-5,2
O=C(c1ccccc1F)N1CCOCC1,102,-0.5,0.1,-4,-1,-9,8,-1.7,10,3
O=C(O)CSCC(=O)N1CCN(c2ncnc3scc(-c4ccccc4)c23)CC1,107,-0.1,-0.5,8,4,-1,6,-0.3,1,0

# Entries listed so far that have an aryl methoxy group:
SMILES,ABCB6 inh MLPCN,aDG glyco up,iPSC survival up,Granule exo inh,HTR2A ag,ABHD5 PLIN5 PPI,MC4R antag cAMP,MC4R barr agon,Cardio protect,N-glyco inh
COc1ccc(NS(=O)(=O)c2ccc(C)c(C(=O)OC(C)C(=O)N3CCOCC3)c2)cc1 (stereo not drawn),93,-0.2,-0.1,-4,1,-3,9,-4.5,-3,-4
CCC(=O)N1CCc2cc(S(=O)(=O)NCCC(=O)N3CCN(c4cccc(OC)c4)CC3)ccc21,102,-0.4,-0.3,1,2,14,10,0.9,-3,2
COc1ccc(CCN(C)CCN2C(=O)c3ccccc3C2=O)cc1OC,100,0.3,1.6,2,-3,1,2,-1.7,6,3
COc1ccc(S(=O)(=O)n2nc(C)cc2C)c(C)c1C,94,0.1,-0.7,-2,1,-3,0,-0.5,-5,-1
COc1ccc(-c2nc3ccccc3[nH]2)cc1,97,0.0,-5.2,-1,0,5,-2,2.3,-28,-18
COCc1cccc(-c2csc(C(NC(C)=O)c3cccc(OC)c3)n2)c1 (stereo not drawn),96,-0.1,-0.3,-21,2,3,4,-1.4,-3,-1
COc1ccc(S(=O)(=O)N(C)CC(=O)Nc2ccc(C(F)(F)F)cc2)cc1Cl,97,0.2,-2.0,1,-1,1,4,17*,-8,0
COc1cc(SC)ccc1C(=O)Nc1ccc2c(c1)CCC2,94,0.3,-0.5,3,-5,-10,-3,1.1,-14,-7
COc1ccc(Oc2nccc(OC)c2C#N)cc1,94,-0.1,-0.7,-1,-1,12,-8,-1.8,8,1

# Assay outcomes deposited in PubChem BioAssay by several laboratories.

# Rows are unselected (roughly 4.5% active in at least one column).
